Bioassay records: PubChem, several laboratories
PPC-1+TRAIL kill – compounds killing PPC-1 cancer cells with TRAIL present (potentiator screen, no TRAIL-free arm) | cell killing (% activity), % at 4 µM | AID 1443 | hit rate 0.41% among 220,000 | PPC-1 cells + TRAIL, ATPLite viability luminescence;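 active = cell killing above 50% in the first pass at 4 µM, then a duplicate retest at 5 µM averaging 50% or more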;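 note: plate controls were cells with TRAIL plus DMSO for no effect and medium-only wells lacking cells for full effect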
CHOP inh – CHOP inhibition in unfolded protein response. CHO-K1 CHOP-promoter luciferase, tunicamycin-induced, 15-18 h. inhibition, % at 10 µM. hit rate 3.8% among 220,000. AID 2732;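 active = compounds that reduced the stress-induced luciferase reporter signal by more than about 70% of percent inhibition, limit read from the data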;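 note: 0% = tunicamycin plus vehicle and 100% = wells without tunicamycin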
TbHK1 inh – blocks Trypanosoma brucei hexokinase 1 activity; recombinant TbHK1, G6PDH-coupled NADH A340; inhibition, % at 10 µM; AID 1430; hit rate 0.11% among 220,000;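 active = inhibition of 50% or more in the single-dose primary screen; inactive = inhibition below 50%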
L929 necroptosis – L929 zVAD cell death inhibition; L929 zVAD necroptosis rescue, ATP luminescence, 24 h; with zVAD 60 µM; hit rate 0.38% among 220,000; viability rescue, % at 10 µM; AID 1377;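 active = activation, scaled between plate controls, above about 75%, limit read from the data; inactive = activation under that limit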;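 note: 0% = zVAD with DMSO and 100% = DMSO alone without zVAD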
TNF necrop inh – TNF-alpha cell death inhibition in Jurkat FADD-/- cells; AID 463075; hit rate 0.068% among 220,000; activation (protection from cell death), % at 10 µM; Jurkat FADD-/- TNF necroptosis rescue, ATP luminescence, 24 h; 0 = TNF only, 100 = no-TNF cells;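 active = activation, meaning protection from cell death, of at least 50% relative to plate controls; inactive = activation below 50%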;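 note: necroptosis triggered by 40 ng/mL TNF-alpha added together with compound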
FXIa inh – blocks human coagulation factor XIa protease activity. purified FXIa, Boc-Glu-Ala-Arg-AMC fluorogenic substrate. inhibition, % at 5 µM. hit rate 0.14% among 220,000. AID 798;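 active = inhibition of at least 40%; inactive = inhibition below 40%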;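 note: fluorescence of freed AMC excited at 355 nm; 0% = enzyme without compound and 100% = no enzyme blank; many of its hits are not listed in these tables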
Wee1 stabilizer – human Wee1 degradation inhibition, primary screen | P30291 | HeLa Luc-Wee1K328M stability, luciferase luminescence; 100% = proteasome inhibitor MG132 effect | reporter increase, % at 5 µM | hit rate 1.2% among 220,000;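 active = activation above the mean of all tested compounds plus 3 SD, set per screening run, cut at about 8.8% in these data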;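 note: cells exposed to compound for 20 h before luminescence read; 0% = DMSO alone and 100% = MG132 at 30 µM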
FXIIa inh – factor XIIa (human) inhibition; P00748; purified FXIIa, Boc-QGR-AMC fluorogenic substrate, 2 h; inhibition, % at 5 µM; hit rate 0.3% among 220,000; AID 800; in the data active = inhibition above about 40%;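 note: 0% = enzyme with no compound and 100% = blank without enzyme; many of its hits are not listed in these tables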
Target sequence (P00748 20-372 limits assumed): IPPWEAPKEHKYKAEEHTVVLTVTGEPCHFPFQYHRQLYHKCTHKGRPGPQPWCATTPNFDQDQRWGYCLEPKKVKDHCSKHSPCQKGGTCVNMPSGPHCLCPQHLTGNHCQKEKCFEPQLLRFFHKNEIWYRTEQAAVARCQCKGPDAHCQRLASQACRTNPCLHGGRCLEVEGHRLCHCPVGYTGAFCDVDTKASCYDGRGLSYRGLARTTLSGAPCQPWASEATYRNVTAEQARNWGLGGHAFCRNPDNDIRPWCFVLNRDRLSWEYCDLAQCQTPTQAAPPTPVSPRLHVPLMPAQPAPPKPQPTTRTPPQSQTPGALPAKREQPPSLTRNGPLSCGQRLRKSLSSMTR
Target sequence (P00748 373-615 limits assumed): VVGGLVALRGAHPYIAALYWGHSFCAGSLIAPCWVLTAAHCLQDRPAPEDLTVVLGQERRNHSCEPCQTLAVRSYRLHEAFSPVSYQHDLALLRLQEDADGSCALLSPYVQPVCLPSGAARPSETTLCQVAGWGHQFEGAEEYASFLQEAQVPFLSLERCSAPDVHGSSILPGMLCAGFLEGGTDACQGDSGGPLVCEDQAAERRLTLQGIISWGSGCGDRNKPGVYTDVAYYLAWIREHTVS
PGE2 EP2 inh – blocks the human prostaglandin E2 receptor EP2. P43116. C6 glioma cells expressing human EP2, cAMP TR-FRET; cells stimulated with saturating PGE2. inhibition, % at 25 µM. hit rate 0.52% among 260,000;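 active = percent inhibition above 40 after rounding to a whole number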;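 note: rat C6 glioma host cells with rolipram phosphodiesterase inhibitor present; the protocol text gives 20 µM as final concentration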
Target sequence (P43116 whole entry, looked up): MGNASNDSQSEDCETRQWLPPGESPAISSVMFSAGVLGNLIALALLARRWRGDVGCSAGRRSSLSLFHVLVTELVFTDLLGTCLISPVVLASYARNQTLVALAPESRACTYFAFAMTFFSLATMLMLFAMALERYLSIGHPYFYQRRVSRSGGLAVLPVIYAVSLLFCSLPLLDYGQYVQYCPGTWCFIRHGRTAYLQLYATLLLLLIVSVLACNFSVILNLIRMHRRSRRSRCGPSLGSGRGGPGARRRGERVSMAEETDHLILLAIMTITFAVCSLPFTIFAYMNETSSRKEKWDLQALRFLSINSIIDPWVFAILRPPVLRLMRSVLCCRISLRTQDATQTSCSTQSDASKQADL
An asterisk follows results filed as active; / = no result given; & = joins results of further samples; [ ] = another dose, or the depositor's remark. This is a subset; the hit share may differ from the screen's.

SMILES	PPC-1+TRAIL kill	CHOP inh	TbHK1 inh	L929 necroptosis	TNF necrop inh	FXIa inh	Wee1 stabilizer	FXIIa inh	PGE2 EP2 inh
CC(=O)c1cccc(NC(=O)C2CC(c3ccc(F)cc3)=NO2)c1 (stereo unspecified)	-2	-1	4	0.2	0.3	-1	26*	-5	8
CC(=O)Nc1ccc(S(=O)(=O)Nc2nc(C)cc(-n3nc(C)cc3C)n2)cc1	19	10	1	0.2	-3.0	-7	1	-3	13
COc1ccc(NS(=O)(=O)c2ccc(S(=O)(=O)N3CCCC3)cc2)cc1Cl	9	-5	-6	1.1	0.7	3	0	11	15
COc1ccc(OC)c(NC(=O)CCc2c[nH]c3ccccc23)c1	14	16	0	1.0	-0.1	-5	-2	2	3
CCCc1c(C)c2ccccc2[nH]c1=O	16	19	-1	0.6	-1.5	0	-3	16	9
Cc1cc(C)n(-c2nc(Nc3ccccc3)nc(-n3nc(C)cc3C)n2)n1	-12	6	-8	0.3	0.3	24	0	19	8
CCOC(=O)C1=C(N)Oc2c(oc(CO)cc2=O)C1c1ccc(Cl)cc1 (stereo unspecified)	5	-3	-3	0.7	-2.3	-8	5	1	3
O=C(O)C1C2C=CC(C2)C1C(=O)NCc1cccnc1 (stereo unspecified)	7	18	0	0.8	0.7	5	-3	11	6
CCNc1nc(NCC)nc(N2CC(=O)N(CC(=O)OCC)C2=N)n1	/	/	-5	-0.5	-1.8	/	0	/	2
FC(F)(F)c1cccc(-c2nn[nH]n2)c1	13	-3	3	6.5	0.3	-3	-2	/	6
CON1C(=O)CN(C(C)=O)C1c1ccc(Cl)cc1Cl (stereo unspecified)	-6	2	3	-0.1	0.6	1	0	11	15
CCOc1ccc(S(=O)(=O)Nc2ccc(O)c(Sc3ncn[nH]3)c2)cc1	7	17	8	0.1	-0.6	-3	29*	2	/

Reprinted at random: two compounds from above.
SMILES	PPC-1+TRAIL kill	CHOP inh	TbHK1 inh	L929 necroptosis	TNF necrop inh	FXIa inh	Wee1 stabilizer	FXIIa inh	PGE2 EP2 inh
CC(=O)Nc1ccc(S(=O)(=O)Nc2nc(C)cc(-n3nc(C)cc3C)n2)cc1	19	10	1	0.2	-3.0	-7	1	-3	13
CON1C(=O)CN(C(C)=O)C1c1ccc(Cl)cc1Cl (stereo unspecified)	-6	2	3	-0.1	0.6	1	0	11	15

(more compounds)
SMILES	PPC-1+TRAIL kill	CHOP inh	TbHK1 inh	L929 necroptosis	TNF necrop inh	FXIa inh	Wee1 stabilizer	FXIIa inh	PGE2 EP2 inh
CCC(C)(C(=O)NC1CCCC1)N(CC1CCCO1)C(=O)CNC(=O)c1ccccc1 (stereo unspecified)	36	31	1	-0.3	-0.6	4	0	-10	10
COCCCNC(=O)CCC(=O)NNc1nc2ccccc2c2nc(-c3ccccc3)nn12	-6	-15	2	5.3	1.2	3	0	8	13
CCOc1ccccc1C1N=C(c2ccc(OC)cc2)CC(c2ccccc2O)N1 (stereo unspecified)	13	6	-9	2.7	-0.2	-4	6	1	6
O=Cc1ccc(N2CCCCCC2)cc1	29	-2	-38	0.6	-3.3	8	-1	26	6
Cc1ccc2[nH]c(-c3ccccc3)cc(=O)c2c1	69*[5 µM]	/	-29	-0.2	-10	3	0	11	13
COC(=O)c1cccc(CN2C(=O)SC(Nc3ccccc3)C2=O)c1 (stereo unspecified)	12	4	0	0.1	4.4	-2	-3	6	18
Cc1ccc(-c2csc3ncnc(-n4nnc5ccccc54)c23)cc1	31	37	-2	-0.5	-2.8	16	7	4	4
OC(c1ccccc1)c1nccc2ccccc12 (stereo unspecified)	-10	12	1	2.0	-0.3	-2	4	3	8
CCOc1ccc(-n2c(=O)[nH]c3sc4c(c3c2=O)CCCC4)cc1	7	-4	10	3.4	1.6	-4	-3	4	1
COCCSc1nnc(NC(=O)c2ccc([N+](=O)[O-])cc2)s1	8	-11	-17	2.2	0.0	0	-1	10	8
Cc1ccc(NC(=O)/C(=C/c2ccncc2)NC(=O)c2ccccc2)cc1	20	46	1	/	-1.2	0	-2	6	5
CCOc1ccc(NC(=O)c2ccccc2NC(=O)CN2CCN(C(C)=O)CC2)cc1	/	-3	1	-0.2	-4.2	-4	-3	15	16

An excerpt from above, limited to CHOP inh and Wee1 stabilizer:
| SMILES | CHOP inh | Wee1 stabilizer |
| --- | --- | --- |
| COCCCNC(=O)CCC(=O)NNc1nc2ccccc2c2nc(-c3ccccc3)nn12 | -15 | 0 |
| Cc1ccc(-c2csc3ncnc(-n4nnc5ccccc54)c23)cc1 | 37 | 7 |

More compounds follow:
SMILES	PPC-1+TRAIL kill	CHOP inh	TbHK1 inh	L929 necroptosis	TNF necrop inh	FXIa inh	Wee1 stabilizer	FXIIa inh	PGE2 EP2 inh
COc1ccc(C(C)(C)C)cc1NC(=O)CNc1cccc2ccccc12	27	69	-3	0.7	2.9	-6	1	6	6
Cc1ccccc1OCc1n[nH]c(=S)n1-c1ccccc1	14	-11	-8	-0.1	0.2	-4	-3	0	3
N#C/C(=C\c1cccc(Cl)c1)C(=O)c1ccccc1	0	-7	-8	0.4	-1.6	1	2	8	32
Cn1c(-c2ccc(Br)o2)nc2ccccc21	10	41	-6	0.3	-8.5	1	3	10	14
Cc1nc(CC(=O)N2CCN(c3cccc(C)c3C)CC2)cs1	10	20	-5	0.0	-0.7	0	-3	4	8
O=C(COC(=O)c1cc(-c2cccs2)nn1-c1ccccc1)Nc1cccc([N+](=O)[O-])c1	19	21	14	0.5	1.1	10	6	10	2
CC1(C)SC(=S)N(/N=C/c2cccnc2)C1N(O)C(=O)Nc1ccccc1 (stereo unspecified)	7	26	-33	0.1	1.7	-1	0	7	8
Cc1ccc(-c2cccc(C(=O)NCCc3ccccc3)n2)c2ccccc12	0	24	6	3.0	2.9	4	-3	14	6
CCC1Oc2ccc(C)cc2N(CC(=O)NCCCN2CCN(Cc3ccccc3)CC2)C1=O (stereo unspecified)	-5	42	1	-0.6	-0.2	-7	4	4	4
COc1cccc(OCC(=O)NN=C2c3ccccc3-c3ccccc32)c1	8	-10	-5	0.1	-1.2	6	3	23	3
CCCCNC(=O)C1CCCN1C(=O)NC1CCCCC1 (stereo unspecified)	2	13	3	-0.5	-1.3	1	-3	8	12
CC1CC2=C(C(=O)O1)C(c1ccccc1)Nc1ccccc1N2 (stereo unspecified)	10	-8	-27	-0.2	1.0	7	5	7	3
COc1cc(NC(=O)c2cccs2)c(OC)cc1NC(=O)CCn1nnc2ccccc21	23	10	-15	-0.3	-1.7	-3	-3	6	2
COc1ccc2ccc3c(c2c1)N=C[C@]1(O3)N(C)c2ccccc2C1(C)C	0	46	-11	-0.1	-1.6	6	-4	15	8
Cn1nnnc1SCC(=O)Nc1ccc(Cl)cc1Cl	6	/	-4	-0.6	3.2	/	0	/	/
COc1ccc2c3c([nH]c2c1)C1CC2C(CC(O)C(OC)C2CO)CN1CC3 (stereo unspecified)	12	-3	-14	-0.3	0.6	2	-1	11	14
Cc1ccc(C)c(C(=O)CCC(=O)Nc2cccnc2)c1	-10	29	-3	0.5	0.1	2	0	11	17
O=S(=O)(c1ccc(S(=O)(=O)N2CCN3CCCC3C2)cc1)N1CCCC1 (stereo unspecified)	28	17	-4	-0.3	-0.2	-7	-2	-12	6&9
O=C(NCCc1ccc(Cl)cc1)C1CCN(S(=O)(=O)c2ccc(-n3cnnn3)cc2)CC1	1	-30	4	-0.1	2.6	-2	5	5	11
C=CCNS(=O)(=O)c1ccc2nsnc2c1	10	17	-4	3.6	7.1	6	7	12	7
N/C(=N\OC(=O)COc1ccc(Cl)cc1Cl)c1ccncc1	6	-27	7	5.6	0.1	-2	3	5	10
Cc1sc2nc(C3CC3)nc(SCC(=O)N3c4ccccc4CC3C)c2c1C (stereo unspecified)	6	29	4	0.3	-6.3	0	-2	-3	10
COC(=O)Cc1cc(=O)n2[nH]c(SC)nc2n1	-8	35	-3	0.7	0.0	8	1	16	12
Cc1csc2ncc(C(=O)Nc3ccon3)c(=O)n12	16	-8	-43	0.1	0.2	-2	3	-28	9
Cn1c(=O)c2c(ncn2CC(=O)N2CCN(c3ccc(F)cc3)CC2)n(C)c1=O	-7	22	1	0.0	-0.3	2	4	15	7
Cc1nnc2sc(-c3cccc4ccccc34)nn12	1	49	-1	-0.4	-2.2	-1	1	6	11
COc1ccc(OC)c(NC(=O)CCNS(=O)(=O)c2ccc3c(c2)c(=O)n(C)c(=O)n3C)c1	9	3	0	2.1	0.5	-4	-3	3	5
O=S(=O)(c1cccc(-c2nc3n(n2)Cc2ccccc2-3)c1)N1CCCC1	27	-22	-2	1.4	-1.3	2	-4	-2	8
COc1cc(C2C3=C(Nc4ncnn42)c2ccccc2CC3)cc(OC)c1OC (stereo unspecified)	6	/	-25	0.7	-11	19	-1	25	11
COc1cc2c(=O)n(CC3CCCO3)c(=O)n(CC(=O)Nc3ccc(F)cc3F)c2cc1OC (stereo unspecified)	23	6	1	2.0	3.3	2	-2	6	/
Nc1ccc(S(=O)(=O)NNC(=O)C(=O)NNc2ccccc2)cc1	-6	11	4	-0.7	0.7	4	-1	12	6
CCOC(=O)c1sc(=NC(=O)c2ccco2)n(C)c1C	16	7	-38	4.8	0.0	-1	5	13	11
CCN1C(=O)C2C(C1=O)N1C(c3ccccc3)C3C(=O)N(CC)C(=O)C3N1C2c1ccccc1 (stereo unspecified)	13	1	2	-0.3	-1.1	-8	2	5	6
CCN(CC)CCNC1=NCCn2c1cc1cc(OC)ccc12	-6	17	-18	0.0	2.5	-17	-1	-8	11
CC(C)Sc1nnc(-c2c[nH]c3ccccc23)n1C	20	30	-5	7.3	-0.8	-2	1	7	12
O=C(NCc1ccco1)C1CCN(c2nc3ccccc3n2Cc2ccccc2F)CC1	23	-26	-20	-0.3	-0.7	-8	4	1	15
Cc1ccc(NC(=O)CCCSc2nc3ccccc3[nH]2)cc1	5	30	10	0.6	5.0	-8	-1	-3	9
CCc1nnc(NC(=O)c2ccc(S(=O)(=O)N(CC(C)C)CC(C)C)cc2)o1	-13	/	22	-0.7	-1.0	0	-1	3	10

Entries of single compounds, quoted from the list. Screens in order: PPC-1+TRAIL kill	CHOP inh	TbHK1 inh	L929 necroptosis	TNF necrop inh	FXIa inh	Wee1 stabilizer	FXIIa inh	PGE2 EP2 inh
O=S(=O)(c1cccc(-c2nc3n(n2)Cc2ccccc2-3)c1)N1CCCC1 across the screens: 27	-22	-2	1.4	-1.3	2	-4	-2	8
CCOC(=O)c1sc(=NC(=O)c2ccco2)n(C)c1C across the screens: 16	7	-38	4.8	0.0	-1	5	13	11
CCN1C(=O)C2C(C1=O)N1C(c3ccccc3)C3C(=O)N(CC)C(=O)C3N1C2c1ccccc1 (stereo unspecified) across the screens: 13	1	2	-0.3	-1.1	-8	2	5	6
Cn1c(=O)c2c(ncn2CC(=O)N2CCN(c3ccc(F)cc3)CC2)n(C)c1=O across the screens: -7	22	1	0.0	-0.3	2	4	15	7
Cc1ccc(NC(=O)CCCSc2nc3ccccc3[nH]2)cc1 across the screens: 5	30	10	0.6	5.0	-8	-1	-3	9
